Pf growth 48h: Primary qHTS for delayed death inhibitors of the malarial parasite plastid, 48 hour incubation; AID 504832, 2011; Potency, µM (titrated, usually from 28.7 µM), for the others: top-dose activity change, negative = inhibition, actives largely listed as inhibitors; 5.9% of 310,000 active; P. falciparum luciferase growth in erythrocytes, 48 h; further: potency means the concentration at half of the fitted maximal effect; on the % scale 0 is the no-effect control and ±100 the full control effect
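First compound was added to culture medium, then infected red cells at 0.1% parasitemia and 2% hematocrit (final). After incubation at 37 C under 5% CO2, luciferase detection reagent was dispensed and light output recorded.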
CHX counter: Cycloheximide Counterscreen for Small Molecule Inhibitors of Shiga Toxin. cell reporter, cycloheximide protein synthesis inhibition counterscreen. max response, %. 12% of 300,000 active. AID 2314, 2010; in the data active means max response mostly above about 13%, no sharp cut-off; inactive means mostly below about 14%; further: read at 38.3 µM for the half of the compounds with a filed dose; 0% is about no effect
Pf growth 96h: Primary qHTS for delayed death inhibitors of the malarial parasite plastid, 96 hour incubation | P. falciparum luciferase reporter growth, 96 h | Potency, µM (titrated, usually from 28.7 µM), for inactives: at the top dose activity change, negative = inhibition, most hits filed as inhibitors | 6.9% of 320,000 active; further: potency means the concentration at half of the fitted maximal effect; on the % scale 0 is the no-effect control and ±100 the full control effect
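Erythrocytes infected with luciferase-expressing P. falciparum were dispensed at 2% hematocrit and 0.05% parasitemia (final), then incubated with compounds 96 hours at 37 C in 5% CO2. Luminescence after detection reagent addition reported growth.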
Sm TGR block: qHTS Assay for the Inhibitors of Schistosoma Mansoni Peroxiredoxins; Schistosoma mansoni thioredoxin glutathione reductase (TGR), Q962Y6; purified TGR, DTNB reduction, TNB absorbance 405 nm; Potency, µM (top dose mostly 114 µM), for inactives: at the highest dose activity change, negative = inhibition, actives largely listed as inhibitors; 3% of 360,000 active; further: potency means the concentration at half of the fitted maximal effect; on the % scale 0 is the no-effect control and ±100 the full control effect; nearly all actives have a fitted effect of over 60% in size
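First, TGR (20 nM dispensed) and NADPH were mixed with compound. Second, a 15 min room-temperature incubation followed. Third, further NADPH and then DTNB were added to start the reaction. Finally, TNB absorbance was monitored kinetically.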
FBPA Giardia inh: qHTS Assay for Inhibitors of Fructose-1,6-bisphosphate Aldolase from Giardia Lamblia | purified Giardia FBPA | 0.71% of 290,000 active | AID 2451, 2010 | A8B2U2 | Potency, µM (doses to about 59.6 µM), without a hit: top-dose activity, negative = inhibition, most hits filed as inhibitors; further: potency means the concentration at half of the fitted maximal effect; on the % scale 0 is the no-effect control and ±100 the full control effect; nearly all actives have a fitted effect of over 55% in size
Target sequence (A8B2U2 whole entry, looked up): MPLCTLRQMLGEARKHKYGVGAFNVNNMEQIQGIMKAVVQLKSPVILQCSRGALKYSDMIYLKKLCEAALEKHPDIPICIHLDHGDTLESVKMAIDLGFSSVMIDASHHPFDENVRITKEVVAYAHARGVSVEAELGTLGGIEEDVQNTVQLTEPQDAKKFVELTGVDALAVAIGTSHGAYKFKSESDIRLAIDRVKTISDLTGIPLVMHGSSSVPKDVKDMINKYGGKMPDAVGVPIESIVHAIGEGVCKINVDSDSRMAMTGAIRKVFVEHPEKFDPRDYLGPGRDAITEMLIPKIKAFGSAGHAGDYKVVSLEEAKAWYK
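40 nM FBPA preincubated 10 min at RT with compound (up to 57.5 uM final), then substrate plus GAPDH/TPI/NAD/arsenate coupling and diaphorase/resazurin added. Fluorescence read after 20 min at RT, 525/598 nm.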
Shiga toxin inh: A qHTS for Small Molecule Inhibitors of Shiga Toxin; Vero cells, Shiga toxin protein synthesis inhibition reporter; inhibition, % at 38.7 µM; 9.2% of 290,000 active; AID 2315, 2010; in the data active means inhibition mostly above about 28%, no sharp cut-off; inactive means mostly below about 43%; further: 0% is about no effect
Numbers without * were called inactive; [ ] = another dose, or the depositor's remark. Unless noted, the call rests on the fitted dose curve; in most records, active means well fitted curve in the direction sought with a large enough effect; inconclusive means small, poorly fitted or top-dose-only effect, or another doubt; inactive means no such curve, though single readings can be large; an effect the other way counts as inactive or inconclusive.

CN(C(=O)c1cccc(C#N)c1)c1nnc(-c2ccccn2)s1 was read as Pf growth 48h 36.4%[activator], CHX counter 8.6, Pf growth 96h 60.0%[activator], Sm TGR block 3.2%, FBPA Giardia inh -0.7% and Shiga toxin inh 44.8.
`Cc1cc(C)c2[nH]c(=O)c(CN(Cc3cccs3)C(=S)NCC3CCCO3)cc2c1` (configuration not stated) gave Pf growth 48h inconclusive, CHX counter 0.3, Pf growth 96h 56.5%[activator], Sm TGR block -14.9%, FBPA Giardia inh -2.2% and Shiga toxin inh -8.4.
Screening CCOC(=S)SCC(=O)Nc1ncc(C)s1 returned Pf growth 48h 74.1%[activator], CHX counter 39.4*, Pf growth 96h 258.8%[activator], Sm TGR block 12.0%, FBPA Giardia inh inconclusive and Shiga toxin inh 68.2*.
`Cc1cccc2cc(CN(CC3CCCO3)C(=O)c3ccco3)c3nnnn3c12` (configuration not stated) gave Pf growth 48h 36.6%[activator], CHX counter -1.9, Pf growth 96h 13.0%, Sm TGR block 1.5%[57.1 µM], FBPA Giardia inh 3.9% and Shiga toxin inh -26.8.
CCCCNC(=O)CNC(=S)N(Cc1cc(OC)c(OC)c(OC)c1)C1CCCC1 was read as Pf growth 48h -11.4%, CHX counter 1.3, Pf growth 96h inconclusive, Sm TGR block 4.9%, FBPA Giardia inh 1.6% and Shiga toxin inh -11.3.
Screening CCOc1cc(/C=N/NC(=O)c2cccnc2)ccc1OCc1ccc(C(=O)OC)o1 returned Pf growth 48h 34.4%[5.75 µM], CHX counter 10.8, Pf growth 96h inconclusive, Sm TGR block -9.3%, FBPA Giardia inh 9.1% and Shiga toxin inh -4.3.
`COc1ccc(CNC(=O)c2onc(C)c2Cl)cc1` gave Pf growth 48h -2.6%, CHX counter -1.8, Pf growth 96h 13.1µM*, Sm TGR block -6.8%, FBPA Giardia inh -0.4% and Shiga toxin inh 20.1.
Screening O=[N+]([O-])c1ccccc1S(=O)(=O)N1CCc2ccccc2C1 returned Pf growth 48h -2.6%, CHX counter -1.7, Pf growth 96h inconclusive, Sm TGR block -3.2%, FBPA Giardia inh 2.9% and Shiga toxin inh 18.4.
`O=C(Oc1cccc2cccnc12)c1cccc([N+](=O)[O-])c1` gave Pf growth 48h 37.9%[activator], CHX counter -4.7, Pf growth 96h 11.4%, Sm TGR block 0.0%, FBPA Giardia inh -22.8% and Shiga toxin inh -18.4.
COC(=O)c1ccc(Oc2nc(C(N)=O)cc(-c3ccccc3)n2)cc1 was read as CHX counter 2.6, Pf growth 96h 29.1%, Sm TGR block -10.2%, FBPA Giardia inh 2.5% and Shiga toxin inh 16.8.
COc1ccccc1C(C)NC(=O)c1ccc(NC(=O)CC2SC(N3CCCC3)=NC2=O)cc1 (configuration not stated) was read as Pf growth 48h inconclusive, Pf growth 96h inconclusive and Sm TGR block 3.6%.
Screening Cc1ccc(C)c(S(=O)(=O)NCC(=O)Nc2sc3c(c2C(N)=O)CCC(C)C3)c1 (configuration not stated) returned Pf growth 48h 24.4%, CHX counter 1.4, Sm TGR block 3.3%, FBPA Giardia inh -0.1% and Shiga toxin inh -13.9.
CCNS(=O)(=O)c1ccc(NC(=O)c2cc(C(F)(F)F)nn2C)cc1 was read as Pf growth 48h 37.8%[activator], CHX counter 6.0, Pf growth 96h 55.4%[activator], Sm TGR block 7.5%, FBPA Giardia inh 4.5% and Shiga toxin inh 47.8.
For CSCc1cc(N(C)C)nc(SCc2ccc(Cl)cc2Cl)n1 the results were Pf growth 48h 13.1µM*, CHX counter -4.8, Pf growth 96h inconclusive, Sm TGR block 4.8%, FBPA Giardia inh -6.4% and Shiga toxin inh -20.3.
`CCOC(=O)C1CCCN(c2nc3ccccc3nc2C(C#N)C(=O)NCc2ccccc2)C1` (configuration not stated) gave Pf growth 48h inconclusive, CHX counter 8.4, Pf growth 96h 14.0%, Sm TGR block 5.9%, FBPA Giardia inh -17.4% and Shiga toxin inh -7.7.
`Cc1ccc(C(=O)C(C)OC(=O)C2CCN(c3ccc(C(F)(F)F)cn3)CC2)cc1` (configuration not stated) gave Pf growth 48h inconclusive, Pf growth 96h 4.5% and Sm TGR block 0.6%.
Screening O=C(CN(Cc1ccccc1Cl)C(=O)c1ccc(CN2CCOCC2)o1)NCC1CCCO1 (configuration not stated) returned Pf growth 48h -2.8%, CHX counter -4.4, Pf growth 96h inconclusive, Sm TGR block -13.5%, FBPA Giardia inh 1.2% and Shiga toxin inh -15.5.
Screening O=C(N/N=C/c1cc([N+](=O)[O-])ccc1O)c1c[nH]c2ccccc12 returned Pf growth 48h inconclusive, CHX counter -3.4, Pf growth 96h inconclusive, Sm TGR block 7.7%, FBPA Giardia inh 9.2% and Shiga toxin inh 10.7.
For Cc1cccc(-c2ccc(C=Nc3c(C)n(C)n(-c4ccccc4)c3=O)o2)c1 the results were Pf growth 48h -3.3%, CHX counter 28.1*, Pf growth 96h -21.3%, Sm TGR block inconclusive, FBPA Giardia inh -1.6% and Shiga toxin inh 35.1.
`COc1ccc(C2CC(c3cccs3)=NN2c2nc(C)c(C(C)=O)s2)cc1OC` (configuration not stated) gave Pf growth 48h inconclusive, CHX counter 14.0, Pf growth 96h inconclusive, Sm TGR block 0.3%, FBPA Giardia inh inconclusive and Shiga toxin inh 15.6.
COc1ccc(N2CCN(C(=O)c3ccc(-c4nc5ccccc5s4)o3)CC2)cc1 was read as Pf growth 48h 14.0%, Pf growth 96h inconclusive and Sm TGR block -14.6%.
Screening CC1CN(C(=O)c2scc3c2OCCO3)CC(C)O1 (configuration not stated) returned Pf growth 48h -1.9%, CHX counter -2.6, Pf growth 96h 0.0%, Sm TGR block -34.5%, FBPA Giardia inh -0.9% and Shiga toxin inh -4.8.
Screening O=S(=O)(c1ccc(Br)s1)N1CCc2ccccc2C1 returned Pf growth 48h -27.7%, CHX counter -0.6, Pf growth 96h 22.3%, Sm TGR block -4.7%, FBPA Giardia inh 0.2% and Shiga toxin inh 7.8.
Cc1cc(CSc2ccccc2)ccc1NC(=O)c1ccc(CN2CCOCC2)cc1 was read as Pf growth 48h -33.9%, CHX counter -0.7, Pf growth 96h 2.94µM*, Sm TGR block -6.9%, FBPA Giardia inh 0.1% and Shiga toxin inh 2.5.
`Cc1ccccc1Nc1nc(-c2sc(NC(=O)c3cccc(Cl)c3)nc2C)cs1` gave Pf growth 48h inconclusive, CHX counter 19.2*, Pf growth 96h inconclusive, Sm TGR block 11.4%, FBPA Giardia inh -17.4% and Shiga toxin inh 44.2.
For Cc1nc(NC(=O)CSc2ccccc2N)sc1C the results were Pf growth 48h 28.0%, CHX counter 25.1*, Pf growth 96h 72.5%[activator], Sm TGR block 2.2%, FBPA Giardia inh -10.0% and Shiga toxin inh 13.8.
Screening CC(C)N(CCNCC(O)COc1ccc(C(C)(C)c2ccccc2)cc1)C(C)C (configuration not stated) returned Pf growth 48h inconclusive, CHX counter 8.9, Pf growth 96h inconclusive, Sm TGR block 5.0%, FBPA Giardia inh inconclusive and Shiga toxin inh -6.8.
For COc1ccc(S(=O)(=O)N2CCC(C(=O)NCCC(=O)NCc3cccc(OC)c3)CC2)cc1 the results were Pf growth 48h -3.8%, CHX counter -2.9, Pf growth 96h inconclusive, Sm TGR block -0.1% and Shiga toxin inh -13.0.
`CSc1c(C#N)sc(=S)n1-c1ccc(C)cc1` gave Pf growth 48h inconclusive, CHX counter -1.6, Pf growth 96h 10.4µM*, Sm TGR block 42.6%, FBPA Giardia inh 7.8% and Shiga toxin inh -6.2.
`N/C(CS(=O)(=O)c1ccccn1)=N\OC(=O)c1ccccc1Cl` gave Pf growth 48h 62.4%[activator], CHX counter 39.6*, Pf growth 96h 156.1%[activator], Sm TGR block 39.8µM*, FBPA Giardia inh -8.8% and Shiga toxin inh 57.5*.
`O=C(COc1ncnc2ccccc12)NCC1CCCO1` (configuration not stated) gave Pf growth 48h 6.3%, CHX counter -2.6, Pf growth 96h 27.2%, Sm TGR block 10.8%, FBPA Giardia inh 3.8% and Shiga toxin inh -13.3.
Cn1c(=O)nc2n(Cc3ccccc3)c3ccccc3cc-2c1=O was read as Pf growth 48h 3.7%, CHX counter -1.0, Pf growth 96h inconclusive, Sm TGR block -13.3%, FBPA Giardia inh -19.3% and Shiga toxin inh 5.8.
Screening O=C(CCOc1ccccc1)NCC(c1ccco1)N1CCCCC1 (configuration not stated) returned Pf growth 48h -3.5%, CHX counter -1.2, Sm TGR block -11.0%, FBPA Giardia inh 3.9% and Shiga toxin inh -34.2.
CC(C)NC(=O)C1(c2ccccc2)CCOCC1 was read as Pf growth 48h -18.3%, CHX counter 1.8, Pf growth 96h inconclusive, Sm TGR block -119.4%, FBPA Giardia inh 3.1% and Shiga toxin inh -11.6.
COc1ccc(-c2noc(CNC(=O)CCN3C(=O)[C@H]4CC=CC[C@H]4C3=O)n2)cc1 was read as Pf growth 48h -9.0%, CHX counter 8.9, Pf growth 96h 11.7µM*, Sm TGR block -6.9% and Shiga toxin inh -2.4.
Screening Cc1c(OCC(=O)NCC2CCC(C(=O)NCCCO)CC2)ccc2c(-c3ccccc3)cc(=O)oc12 (configuration not stated) returned Pf growth 48h inconclusive, CHX counter 9.8, Pf growth 96h inconclusive, Sm TGR block -11.9%, FBPA Giardia inh 1.3% and Shiga toxin inh 1.9.
Cn1c(=O)[nH]c(=O)c2c1nc(N1CCNCC1)n2Cc1ccccc1 was read as Pf growth 48h inconclusive, CHX counter -0.6, Pf growth 96h inconclusive, Sm TGR block inconclusive, FBPA Giardia inh 3.8% and Shiga toxin inh -3.4.
`CN1CCC(=NNC(=O)c2cn(-c3ccccc3)nc2-c2ccccc2)CC1` gave Pf growth 48h 2.6%, CHX counter -1.1, Pf growth 96h -14.5%, Sm TGR block 3.7%, FBPA Giardia inh 4.8% and Shiga toxin inh -8.1.
Screening COP(=O)(OC)C1(O)C(=O)Nc2ccc(Br)cc21 (configuration not stated) returned Pf growth 48h -2.6%, CHX counter -2.1, Pf growth 96h -17.2%, Sm TGR block -10.6%, FBPA Giardia inh -12.2% and Shiga toxin inh -19.6.
Screening CCOC(=O)c1nn(-c2ccccc2)c(C#N)c1N returned Pf growth 48h 4.4%, CHX counter 4.4, Pf growth 96h 78.5%[1.15 µM], FBPA Giardia inh -1.7% and Shiga toxin inh 27.7.
COc1ccccc1N1CCN(C(=O)c2cccs2)CC1 was read as Pf growth 48h 4.7%, CHX counter -2.6, Pf growth 96h inconclusive, Sm TGR block 10.3%, FBPA Giardia inh 8.7% and Shiga toxin inh -8.6.
For Cc1cc(NC(=O)CSc2nc(-c3ccccc3)nc3c2c(=O)n(C)c(=O)n3C)no1 the results were Pf growth 48h 5.1%, CHX counter -0.4, Pf growth 96h 57.8%[activator], Sm TGR block -2.5%, FBPA Giardia inh 4.8% and Shiga toxin inh -4.1.
Screening CN1CCC(=O)N([C@H](CSc2ccccc2)c2ccccc2)CC1 returned Pf growth 48h 31.9%[activator], CHX counter 17.7*, Pf growth 96h 22.7%, Sm TGR block inconclusive, FBPA Giardia inh -0.9% and Shiga toxin inh 58.3.
Screening COc1ccc(Cl)cc1NC(=O)COC(=O)c1ccc(C)o1 returned Pf growth 48h inconclusive, Pf growth 96h inconclusive and Sm TGR block 3.9%.

An unsorted share of the library; overall some 24% were active at least once.
